Mtb RmlCD inh – inhibitors of Mycobacterium tuberculosis RmlC and RmlD coupled enzymes; P9WH09+P9WH11; RmlC+RmlD coupled enzyme assay, percent inhibition; primary screen in compound mixtures; inhibition, % at 3.6 µM; 160,000 tested, 0.03% active; AID 1533; in the data active means inhibition mostly above about 34%, no sharp cut-off; inconclusive means no clear call, values can overlap the other calls; inactive means mostly below about 22%; further: some results filed as inactive read as strong as hits
Target sequence (P9WH09 whole entry, looked up): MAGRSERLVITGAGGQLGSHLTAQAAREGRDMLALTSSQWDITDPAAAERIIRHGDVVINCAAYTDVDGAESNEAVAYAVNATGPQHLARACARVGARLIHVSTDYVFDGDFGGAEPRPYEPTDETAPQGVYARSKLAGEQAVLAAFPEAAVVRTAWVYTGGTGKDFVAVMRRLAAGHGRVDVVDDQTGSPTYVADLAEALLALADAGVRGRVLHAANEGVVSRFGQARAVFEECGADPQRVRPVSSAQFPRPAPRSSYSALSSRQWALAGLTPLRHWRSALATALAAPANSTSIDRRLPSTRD
Target sequence (P9WH11 whole entry, looked up): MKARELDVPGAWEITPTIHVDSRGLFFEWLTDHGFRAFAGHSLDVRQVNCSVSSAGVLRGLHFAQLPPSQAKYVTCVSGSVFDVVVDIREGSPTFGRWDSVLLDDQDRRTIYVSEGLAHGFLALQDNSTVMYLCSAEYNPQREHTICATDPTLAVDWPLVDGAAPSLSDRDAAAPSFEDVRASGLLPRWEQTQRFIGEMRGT
M. tuberculosis GlmU – inhibition of mycobacterial GlmU enzyme – biochemical, glucosamine-1-phosphate acetyltransferase (AID 1376). M. tuberculosis GlmU acetyltransferase enzyme assay; higher % means a stronger effect. inhibition, %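 (tested at 30 µM in the primary screen)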, or IC50 in µM where a hit was titrated. 220,000 tested, 0.25% active; in the data active means inhibition above about 13%; inconclusive means no clear call, values can overlap the other calls;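 further: 0% = complete reaction with vehicle and 100% = reaction without substrate; strong numbers were not always called active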
* hit, by the source's call; ? = inconclusive; nt = not tested or not shown. Some of the compounds tested; the hit share may differ from the screen's.

The line under a structure holds: Mtb RmlCD inh | M. tuberculosis GlmU
O=C(CSc1nc2ccc(N3CCOCC3)cc2c(=O)n1CCc1ccccc1)NCC1CCCO1 (stereo unspecified)
    4 | -2.6%
NS(=O)(=O)c1ccc(NC(=O)c2ccc3nccnc3c2)cc1
    -4 | 2.3%
COC(=O)c1sccc1-n1cccc1C(=O)C(=O)Nc1ccc(F)cc1
    7 | -3.1%
CCCc1c(C(=O)Nc2ccc(OC)cc2)cnn1-c1ccccc1
    -6 | -1.8%
Cc1c(F)cccc1NC(=O)CCCCCC1NC(=O)NC1C (stereo unspecified)
    -18 | 4.4%
CC1(C)Cc2c(C#N)c(SCC(=O)c3ccccc3)nc(N3CCOCC3)c2CO1
    -3 | 4.7%
CN1C(=O)/C(=C/c2ccccc2OCc2cccc(F)c2)NC1=S
    28 | 0.2%
CC(O)COc1ccc(/C(=N/O)c2ccccc2)cc1 (stereo unspecified)
    nt | -0.6%
COc1ccc(C(=O)COC(=O)CCn2nnc(-c3cccc(O)c3OC)n2)cc1
    11 | 5.0%
Cc1ccc(-n2c(=O)c3sccc3n(Cc3cc(=O)n4ccccc4n3)c2=O)cc1
    -7 | 7.3%
CCOc1ccc(NC(=O)Nc2cccn(Cc3ccccc3)c2=O)cc1
    3 | -0.8%
CC(C)NC(=O)COC(=O)/C=C/c1ccc(F)cc1
    3 | -4.9%
CC(=O)Nc1nc(N2C(=O)c3ccccc3C2=O)n(-c2ccccc2)n1
    nt | 2.4%
Cc1cc(C)n(C2CC(=O)N(c3ccc(C)c(Cl)c3)C2=O)n1 (stereo unspecified)
    -7 | 2.0%
O=C(Nc1ccc(NC(=O)c2cccs2)cc1)c1ccc2c(c1)OCCO2
    -10 | 3.1%

Two of these compounds, set out differently.
SMILES	Mtb RmlCD inh	M. tuberculosis GlmU
NS(=O)(=O)c1ccc(NC(=O)c2ccc3nccnc3c2)cc1	-4	2.3%
CC1(C)Cc2c(C#N)c(SCC(=O)c3ccccc3)nc(N3CCOCC3)c2CO1	-3	4.7%

Other entries follow:
The line under a structure holds: Mtb RmlCD inh | M. tuberculosis GlmU
O=C1CN=C(c2ccc(Br)cc2)c2c(sc3c2CCCC3)N1CCN1CCCCC1
    8 | 1.4%
CC1=CC(C)(C)Nc2ccc(OC(=O)CN3C(=O)CCC3=O)cc21
    -7 | 3.5%
CCOC(=O)CNC(=O)C1Cc2ccccc2CN1S(=O)(=O)c1cccs1 (stereo unspecified)
    -11 | 2.1%
Cc1csc2nc(CNS(=O)(=O)c3ccc4c(c3)CCCC4)cn12
    5 | -1.5%
Cc1ccc(C)n1-c1ncn[nH]1
    -10 | 4.3%
Cc1ccccc1OCC(=O)N/N=C/c1ccco1
    nt | 2.6%
CC(C)N1CC(C(=O)O)CC1=O (stereo unspecified)
    -11 | 1.8%
CCN(CC)CCn1c(=N)n(CC(O)COc2ccccc2)c2ccccc21 (stereo unspecified)
    -7 | -0.5%
CCn1nc(C)c(CN2CCCC(CO)(Cc3cccc(Cl)c3)C2)c1C (stereo unspecified)
    -9 | 1.5%
COCCNC(=O)CCCn1c(=O)c2ccccc2n(Cc2cccc([N+](=O)[O-])c2)c1=O
    38 | -4.3%
Cc1cc(C)n2nc(SCCOc3ccccc3)nc2n1
    -12 | -0.2%
CC(C)(C)NC(=O)NC(=O)COC(=O)c1cc(=O)[nH]c2ccccc12
    -11 | -3.3%
Cc1c2cnn(-c3ccccc3)c(=O)c2c(C)n1CCCC(=O)N1CCN(C)CC1
    13 | -2.0%
CCC(CC)=NNc1ccc([N+](=O)[O-])cc1[N+](=O)[O-]
    10 | 3.2%
CN1CCN(S(=O)(=O)c2ccc3c4c(cccc24)C(=O)N3)CC1
    -13 | 0.6%
c1ccc2c(c1)NC(CN1CCOCC1)CO2 (stereo unspecified)
    3 | -4.3%
Cc1cc(C(=O)Nc2nccs2)c2cc(F)ccc2n1
    -6 | 3.4%
CCN(CC)C(=S)NC(=O)c1cc(OC)c(OC)c(OC)c1
    9 | -6.1%
COc1cc(NS(=O)(=O)c2ccc(NC(=O)c3ccc(S(=O)(=O)N4CCCCC4)cc3)cc2)ncn1
    -6 | -3.1%
C=CCn1c(COc2ccccc2)nnc1SC(C)C(=O)N/N=C/c1cc(Cl)ccc1O (stereo unspecified)
    nt | 1.5%
COc1ccc(OC)c(S(=O)(=O)N2CCC(C(=O)Nc3cccc(C)c3)CC2)c1
    -8 | 1.2%
C/C(=N\OC(=O)c1ccccc1)c1c(C)nc2cc(C)ccn12
    6 | -2.4%
Cc1ccc2c(CC(=O)N3CCOCC3)coc2c1
    -17 | -2.2%
COc1cc(OC)cc(C(C)=O)c1
    nt | -2.2%
CCCN(Cc1cc2cccc(C)c2[nH]c1=O)S(C)(=O)=O
    -1 | nt
CC(C(=O)c1ccccc1)n1c(N2CCOCC2)nc2c1c(=O)n(C)c(=O)n2C (stereo unspecified)
    nt | -0.9%
CC1CCC(C(C)C)C(OC(=O)Cn2c(-c3ccc(F)cc3)[n+](C)c3ccccc32)C1 (stereo unspecified)
    10 | -7.4%
CCOC(=O)CSc1nnc([C@H](Cc2ccccc2)NC(=O)OC(C)(C)C)o1
    nt | 2.9%
COc1ccc(CC(=O)NNC(=O)c2ccc(SCc3cc(F)ccc3F)c([N+](=O)[O-])c2)cc1
    9 | -0.1%
CCn1c(C(O)c2ccc3c(c2)OCO3)nc2ccccc21 (stereo unspecified)
    nt | 1.6%
O=c1cc(-c2ccc(Br)cc2)[nH][nH]1
    -10 | 7.2%
O=C(O)c1cc(NN=Nc2ccc(Br)cc2)cc([N+](=O)[O-])c1
    nt | -5.8%
CCOC(=O)N1CCN(C(=S)NC(=O)c2ccc(F)cc2)CC1
    3 | 1.2%
COc1ccc(OC)c(S(=O)(=O)N2CCN(c3ccccn3)CC2)c1
    -4 | -1.3%
CCOC(=O)/C=C/C(=O)Nc1ccc(S(=O)(=O)Nc2c(C)cc(C)cc2C)cc1
    nt | 1.3%
O=C(N/N=C/c1cccs1)c1cc(C2CC2)nc2ccccc12
    14 | 5.0%
CCS(=O)(=O)N1CCN(c2ccccc2)CC1
    3 | -4.3%
O=C(NCC(=O)N(Cc1cccs1)C(C(=O)NC1CCCC1)c1ccco1)c1cccs1 (stereo unspecified)
    -14 | -0.1%
O=C(CNC(=O)c1cccs1)N/N=C/c1ccc(O)cc1O
    -8 | -0.4%
COc1ccc(OC)c(NC(=O)C(Sc2ccccc2)c2ccccc2)c1 (stereo unspecified)
    nt | 2.3%
CCN(CC)S(=O)(=O)c1ccc(C(=O)NCc2nnc(SCC(=O)OC)n2C)cc1
    nt | 6.1%
S=C(Nc1ccc(Br)cc1Cl)N1CCC2(CC1)OCCO2
    nt | 1.7%
CCc1c(C)c2ccc(O)c(CN(C)C)c2oc1=O
    ? | -2.4%
C=CCn1c(SCC(=O)Nc2cc(OC)c(NC(=O)c3ccco3)cc2OC)nnc1-c1ccncc1
    nt | 5.2%
C=CCn1c(C)cc(C(=O)CSc2nnc3c(Cl)cc(Cl)cn23)c1C
    nt | 1.7%
Cc1ccc2[nH]c(=O)c(CN(Cc3ccco3)S(=O)(=O)c3c(C)ccc4nsnc34)cc2c1
    -2 | 1.6%
CC(C)c1ccc2[nH]c3nc(SCC(=O)N4CCOCC4)nnc3c2c1
    29 | 4.0%
O=C(CSc1nnc2ccccn12)NCc1ccco1
    6 | -1.4%
Cc1ccc(Cl)cc1N1CCN(Cc2nnnn2C2CCCCC2)CC1
    nt | -4.5%
O=c1[nH]cnc2nn(-c3ccccc3)nc12
    -10 | -1.7%
COC(=O)CNC(=O)C(NC(=O)c1ccc(Cl)cc1)C(C)C (stereo unspecified)
    nt | -3.0%
CC1=CC(=O)C=C(C)C1=NOS(=O)(=O)c1ccccc1
    nt | 165µM*
CCN(CC)c1ccc(/C=C2\C(=O)NC(=S)N(C)C2=O)o1
    -1 | 2.5%
CCCn1c(C(O)c2ccc(OCC)cc2)nc2ccccc21 (stereo unspecified)
    10 | -6.2%
CCOC(=O)CCS(=O)(=O)c1ccc(-c2ccc(S(=O)(=O)CCC(=O)OCC)cc2)cc1
    9 | 5.4%
O=c1c2ccccc2c(/C=N/n2cnnc2)c(O)n1-c1ccccc1
    nt | -0.7%
CCN(CC)S(=O)(=O)c1ccc(N2CCCCC2)c(NC(=O)/C=C/c2ccc(OC)c(OC)c2)c1
    17 | 1.9%
Cc1ccc(NC(=O)c2c3c(nc4ccccc24)CCC3)cc1
    2 | -0.5%
Cc1ccc(/C=C/C(=O)NC(=S)N2CCN(c3ccc(F)cc3)CC2)cc1
    -11 | 1.3%
CCCCCN(C(=O)NC(=O)Nc1ccccc1OC)S(C)(=O)=O
    31 | 8.8%

An excerpt of these results, field by field.
Cc1ccc(NC(=O)c2c3c(nc4ccccc24)CCC3)cc1
  Mtb RmlCD inh: 2 | M. tuberculosis GlmU: -0.5%

O=C(CSc1nnc2ccccn12)NCc1ccco1
  Mtb RmlCD inh: 6 | M. tuberculosis GlmU: -1.4%

Single records (already shown). Order of values: Mtb RmlCD inh | M. tuberculosis GlmU
`C=CCn1c(C)cc(C(=O)CSc2nnc3c(Cl)cc(Cl)cn23)c1C` across the screens: nt | 1.7%
`Cc1ccc2c(CC(=O)N3CCOCC3)coc2c1` across the screens: -17 | -2.2%

Going on with the list:
The line under a structure holds: Mtb RmlCD inh | M. tuberculosis GlmU
FC(F)(F)c1ccnc(NCc2ccco2)n1
    4 | 5.2%
COc1ccccc1CNC(=O)COC(=O)C1=COCCO1
    7 | 3.6%
CCOC(=O)C1CCCN(C(=O)COc2ccccc2F)C1 (stereo unspecified)
    -10 | 0.6%
CCC(=O)c1cccc2c1N=CC1=C(CC(C)(C)CC1=O)N2
    nt | 3.2%
Cc1cc(C)c2nc(SC(C)C(=O)NCC(=O)Nc3ccc(F)c(F)c3F)cc(C)c2c1 (stereo unspecified)
    -10 | 2.2%
Cc1[nH]c2ccccc2c1SCC(=O)NNC(=O)Nc1ccc(OC(F)(F)F)cc1
    53 | 4.9%
O=C(NCc1ccccc1)Nc1cccn(Cc2c(F)cccc2Cl)c1=O
    3 | 3.4%
Cc1c(NC(=O)CCCCCN2C(=O)C3C4C=CC(C4)C3C2=O)c(=O)n(-c2ccccc2)n1C (stereo unspecified)
    2 | 2.8%
C/C(Cl)=C/CC1(CN2CCCC2=O)C(=O)NC(=O)NC1=O
    nt | -3.9%
Cc1c(NC(=O)C(C)N(c2ccccc2)S(C)(=O)=O)c(=O)n(-c2ccccc2)n1C (stereo unspecified)
    -11 | 1.4%
Cn1c(CSCc2ccc(Cl)cc2)nnc1SCC(=O)Nc1nccs1
    nt | 2.7%
Cc1ccc(C)n1-c1ccc(C#N)cn1
    11 | -3.1%
COc1ccc(S(=O)(=O)N(C)CC(=O)NCc2cccnc2)cc1
    4 | 5.7%
C=CCN1C(=O)C(CC(=O)Nc2ccccc2)S/C1=N/c1nccs1 (stereo unspecified)
    21 | 2.1%
CC(C)NC(=O)Cn1cnc2c1c(=O)n(C)c(=O)n2C
    -2 | 5.1%
O=C(OCCCN1CCOCC1)c1ccc(O)c(O)c1
    nt | 2.7%
Cc1ccc(C(=O)NNc2nc3ccccc3nc2C(F)(F)F)cc1
    8 | 2.9%
CCN(CC)CCn1c(=S)[nH]c2cc3c(cc2c1=O)OCO3
    nt | -1.2%
CCc1ccc(CNC(=O)CCc2nc(-c3cccs3)no2)cc1
    nt | 8.1%
COCC(=O)N1CCCN(c2nc3c(C)cccc3cc2C#N)CC1
    -21 | 0.3%
Cc1nc2nc(SCC(=O)c3ccc([N+](=O)[O-])cc3)[nH]c2cc1Br
    2 | -2.1%
O=C(Cn1ccc2ccccc2c1=O)NCCC(=O)N1CCN(c2cccc(Cl)c2)CC1
    -5 | 5.5%
OCCN1CCN(C(=S)c2ccc(Cl)cc2)CC1
    nt | -2.2%
COC(=O)c1c(NC(=O)c2c(C)noc2C)sc2c1CCCCCC2
    nt | -0.4%
COC(=O)c1cc(Br)c(=O)n(-c2cc(C)on2)c1
    -6 | 1.7%
CC(C)C(c1nnnn1C1CCCCC1)N1CCc2ccccc21 (stereo unspecified)
    10 | 4.6%
O=C(CC1COc2ccccc2O1)NCc1ccccc1 (stereo unspecified)
    13 | 5.2%
CSc1ccccc1COC(=O)Nc1ccccc1C
    2 | -5.2%
COc1ccc(-c2[nH]ncc2/C=N/NC(=O)c2cc(Br)ccc2O)c(OC)c1
    -12 | 1.9%
CCn1nc(C)c(CNC(=O)CC2C(=O)NCCN2CC(C)(C)C)c1C (stereo unspecified)
    2 | 2.0%
CCCOc1ccccc1-n1sc2c(c1=S)-c1cc(OC)cc3c1N(C(=O)C3=O)C2(C)C
    -5 | 1.7%
COC(=O)c1sccc1NC(=O)CN1CCN(c2ccc(F)cc2)CC1
    nt | -4.1%
Cc1ccccc1OCC(=O)Nc1cccc(C(=O)O)c1
    -8 | -3.4%
COc1cc(/C=N/n2cc(-c3ccccc3)[nH]c2=S)cc(OC)c1O
    nt | 3.1%
Cc1cc2ccccc2n1CCNC(=O)C(C)Oc1ccccc1 (stereo unspecified)
    7 | 0.9%
